From PubChem
NCI-60 one-dose screen, 48 h, at 10 µM unless noted. Numbers give growth in % (100 = growth as untreated, 0 = no growth, -100 = all killed).
SK-MEL-5 – SK-MEL-5 melanoma; actives 6.4% (n = 80,000); AID 1794755
EKVX – EKVX NSCLC. actives 3% (n = 71,000). AID 1794765
M14 – M14 melanoma; actives 6.2% (n = 80,000)
LOX IMVI – LOX IMVI melanoma; AID 1794757; actives 7.4% (n = 79,000)
CCRF-CEM – CCRF-CEM leukemia. actives 7% (n = 77,000). AID 1794778
HOP-62 – HOP-62 NSCLC; AID 1794735; actives 3.9% (n = 80,000)
A549/ATCC – A549/ATCC NSCLC; actives 3.7% (n = 81,000); AID 1794740
HOP-92 – HOP-92 NSCLC cells | actives 6.3% (n = 71,000) | AID 1794738
The depositor's hits bear a star; . = not tested or not shown; & = joins results of further samples; [ ] = another dose, or the depositor's remark. How the source made its calls: active means growth percent below 10; inactive means the rest.

nr	compound	HOP-62	HOP-92	CCRF-CEM	M14	SK-MEL-5	LOX IMVI	A549/ATCC	EKVX
1	O=C(c1ccccc1)c1ccc(N2C(=O)C3C4c5ccccc5C(/C=C/C(=O)c5cccs5)(c5ccccc54)C3C2=O)cc1 (stereo not drawn)	87	82	65	93	89	85	84	80
2	O=Cc1cccc[n+]1Cc1ccc2c(c1)OCO2	96	104	100	99	103	94	72	.
3	Cc1ccc(S(=O)(=O)CCCl)cc1	112	76	101	104	114	107	90	98
4	COC(=O)c1nc(-c2ccc(C)cc2)oc1S(=O)(=O)c1cccc(OC)c1	96	80	-9.1*	90	98	57	98	100
5	O=C(O)CCSSc1ccccc1	109	102	59	99	100	97	95	.
6	Clc1nc(Cl)c(C2CC(c3ccc(Br)cc3)=NN2c2ccccc2)s1 (stereo not drawn)	116	.	105	92	96	98	90	102
7	CS(=O)(=O)Nc1ccc(C(=O)N=Nc2c(O)[nH]c3ccc([N+](=O)[O-])cc23)cc1	109	110	95	102	101	98	105	101
8	O=S(=O)(NCCCNc1nccc(-n2ccc3cccnc32)n1)c1ccc(Br)cc1	109	109	102	110	101	96	107	93
9	COc1ccc(S(=O)(=O)n2cc(C3OC(c4cc(OC)c(OC)c(OC)c4)=NN3C(C)=O)c3ccccc32)cc1OC (stereo not drawn)	78	64	73	98	76	78	98	79
10	COC(=O)Cc1[nH]c(Cl)nc1C(=O)OC	104	89	97	97	98	100	102	105
11	CC(=O)O[C@H]1C[C@@]2(C)[C@@H](C[C@@H](O)C3[C@]2(C)CC[C@H]2[C@H](C)[C@H](O)CC[C@]32C)/C1=C(/CCC=C(C)C)C(=O)O (stereo partly drawn)	105	109	88	99	99	101	.	107
12	ClC1(c2ccc(-c3ccccc3)cc2)c2ccccc2-c2ccccc21	104	79	119	93	95	84	89	96
13	C=C1c2c(C)nn(-c3ccc(C)cc3)c2N(C)C23C[C@H]1C1(C)c4c(C)nn(-c5ccc(C)cc5)c4N(C)C(C)(C[C@H]12)C3 (stereo partly drawn)	53	58	93	110	107	95	86	.
14	CC(C)CC(C)(C[N+](=O)[O-])C[N+](=O)[O-]	101	99	98	101	102	99	101	.
15	O=C(Nc1ccc2ccccc2c1)c1cccc(F)c1	115	.	100	94	99	100	102	90
16	Nc1cnc2ccccc2n1	100	84	110	98	100	93	104	97
17	O=C(NC1CCCCC1)NC1CCCCC1	85	92	81	94	97	86	102	103
18	CCCCNCC(O)(c1ccc(Cl)cc1)c1ccc(Cl)cc1	87	66	61	100	88	.	69	.
19	Clc1cc(Cl)c2c(c1)C=C1CCCCC3=Cc4cc(Cl)cc(Cl)c4OC13O2	107	111	86	92	104	92	97	108
20	CCCCn1c(=O)c(/C=C/C(=O)/C=C/c2ccc3c(c2)OCO3)cc2cc(OC)ccc21	81	84	52	95	92	51	75	101
21	N=C1/C(=C2\Nc3ccccc3S2)CC(=O)N1c1ccc(C(N)=O)cc1	90	74	76	105	134	95	107	128
22	C/C([O-])=c1\c(C)nn2ccc[n+]12	99	.	.	103	104	103	100	91
23	CCCCCCCC/C=C\CCCCCCCCOc1cccc(CCOP(=O)(O)OCC[N+](C)(C)C)c1	65	45	.	91	87	79	76	94
24	CN1C(=O)N(C)C2Nn3c(s/c(=C\c4cccc([N+](=O)[O-])c4)c3=O)=NC21 (stereo not drawn)	95	78	90	78	.	84	102	89
25	COc1ccc2[nH]c(C(=O)OCc3ccc4cccc(O)c4n3)cc2c1	35	-78*	4.4*	-76*	-57*	-89*	21	-78*
26	Cn1cc(-c2nc(N)nnc2-c2cncc(Br)c2)c2ccccc21	96	77	88	111	98	93	92	96
27	CN1CCN(C(=O)[C@@]2(C)CC[C@]3(C)CC[C@]4(C)C(=CC[C@@H]5[C@@]6(C)C/C(=C/c7ccncc7)C(=O)C(C)(C)[C@@H]6CC[C@]54C)[C@@H]3C2)CC1	68	34	6.7*	50	39	29	46	63
28	O=c1[nH]c(NCc2ccccn2)nc2c3c(sc12)CCCC3	93	96	93	108	100	95	91	97
29	Cc1ccnc(NS(=O)(=O)c2ccc(NC(=O)CSc3nc4ccccc4c(=O)n3-c3ccc(Cl)cc3)cc2)n1	95	94	98	98	98	97	103	96
30	CNC(=O)c1cc(Oc2ccc3nc(NC(=O)c4cc(N5CCOCC5)cc(C(F)(F)F)c4)sc3c2)ccn1	89	.	67	78	.	84	68	71
31	CC(C)N(C(C)C)P(=O)(OP(=O)(c1ccc([N+](=O)[O-])cc1)N(C(C)C)C(C)C)c1ccc([N+](=O)[O-])cc1 (stereo not drawn)	.	80	140	101	97	98	98	.
32	Cc1ccc(S(=O)(=O)n2cc(C(=O)C(=O)Nc3ccncc3)c3ccccc32)cc1	33	38	.	18	11	45	73	56
33	CC(=O)N(C(C)=O)c1ccc2c(c1)Cc1ccccc1-2	106	89	98	98	.	106	91	88
34	O=C(Nc1ccc(Cl)c(Cl)c1)Nc1nccnc1OCc1ccc(Cl)cc1	92	77	93	98	100	96	88	99
35	O=C1NCCCn2nc3c(c21)CC(NCc1ccc(Cl)cc1)CC3 (stereo not drawn)	119	115	111	104	101	99	107	101
36	Cc1cc2oc(/C=C/c3ccccc3)cc(=O)c2c(C)c1Cl	103	97	99	108	96	109	92	101

Laid out differently: 5 of the compounds above
29) Cc1ccnc(NS(=O)(=O)c2ccc(NC(=O)CSc3nc4ccccc4c(=O)n3-c3ccc(Cl)cc3)cc2)n1
30) CNC(=O)c1cc(Oc2ccc3nc(NC(=O)c4cc(N5CCOCC5)cc(C(F)(F)F)c4)sc3c2)ccn1
31) CC(C)N(C(C)C)P(=O)(OP(=O)(c1ccc([N+](=O)[O-])cc1)N(C(C)C)C(C)C)c1ccc([N+](=O)[O-])cc1 (stereo not drawn)
32) Cc1ccc(S(=O)(=O)n2cc(C(=O)C(=O)Nc3ccncc3)c3ccccc32)cc1
33) CC(=O)N(C(C)=O)c1ccc2c(c1)Cc1ccccc1-2
Compound,29,30,31,32,33
HOP-62,95,89,.,33,106
HOP-92,94,.,80,38,89
CCRF-CEM,98,67,140,.,98
M14,98,78,101,18,98
SK-MEL-5,98,.,97,11,.
LOX IMVI,97,84,98,45,106
A549/ATCC,103,68,98,73,91
EKVX,96,71,.,56,88

(list continues)
nr	compound	HOP-62	HOP-92	CCRF-CEM	M14	SK-MEL-5	LOX IMVI	A549/ATCC	EKVX
37	COc1ccc(CSC(=N)N)cc1	.	95	95	80	130	104	100	109
38	O=C(n1ccnc1)C(F)(F)C(F)(F)F	103[100 µM]	106[100 µM]	104[100 µM]	104[100 µM]	105[100 µM]	101[100 µM]	97[100 µM]	102[100 µM]
39	Clc1ccc(-c2nc(-c3c[nH]c4ccccc34)cs2)cc1	94	111	44	96	98	88	105	73
40	CC1=COC(C)(COC(=O)C2(C)CCC(C)=CO2)CC1 (stereo not drawn)	88	89	.	106	102	96	113	104
41	OC(COc1cccc2ccccc12)CN1CCN(c2ccc(Cl)cc2)CC1 (stereo not drawn)	77&97	77&75	83	100&91	102&88	82&86	88&72	95&108
42	N#C/C=C/c1ccco1	97	81	.	98	105	102	107	108
43	CCN(CC)c1ccc(/C=C/C(=O)c2ccc(Nc3nc(Nc4ccccc4)nc(Nc4ccccc4)n3)cc2)cc1	51	24	5.6*	54	41	40	38	31
44	CC(C)N(Cc1ccccc1)c1c(Cl)ssc1=O	113	83	.	91	104	96	89	100
45	Cn1c2ccccc2c2nc3ccccc3c(Cl)c21	88	101	94	115	85	95	69	66
46	COc1ccc(Cl)cc1N1CC(c2nc3ccccc3n2Cc2c(F)cccc2Cl)CC1=O (stereo not drawn)	89	.	75	82	64	77	58	.
47	CC(=O)Nc1ccc(S(=O)(=O)N(c2nccnc2Cl)S(=O)(=O)c2ccc(NC(C)=O)cc2)cc1	97	76	87	102	109	104	108	104
48	CCCCc1oc2ccc([N+](=O)[O-])cc2c1C(=O)c1ccc(C#Cc2ccccc2)cc1	105	65	95	89	103	92	96	87
49	CN1C(=O)C2(Nc3cc(Cl)ccc3-c3ccnn32)c2cc(Cl)ccc21 (stereo not drawn)	103	100	113	96	100	88	99	.
50	COc1ccccc1C1OC2=C(Nc3ccc([N+](=O)[O-])cc3N2)C1=O (stereo not drawn)	100	78	124	97	80	79	97	93
51	COC(=O)C(=O)C(Cc1ccccc1)NC(=O)c1[nH]c2ccccc2c(=O)c1C (stereo not drawn)	103	97	99	100	103	93	99	91
52	CC(=O)Nc1ccc(-c2cn(-c3cccc(C(=O)Nc4ccc(Cl)c(C(F)(F)F)c4)c3)nn2)cn1	-60*	-31*	30	-49*	39	-91*	-43*	-30*
53	CCOC(=O)c1[nH]c(C)c(C(=O)O)c1C	111	104	90	124	108	106	76	105
54	CCC(C)N (stereo not drawn)	121	62	103	100	101	98	112	104
55	c1ccc(C2=NN[C@H](c3cn(-c4ccccc4)nc3-c3ccccc3)C2)cc1	-14*	35	89	46	64	24	17	41
56	O=S(=O)(NCCNc1nccc(-c2c(-c3cccc(F)c3)nc3occn23)n1)c1cccc(F)c1	79	55	58	67	50	53	42	74
57	COc1cc(C)ccc1Oc1nc(Nc2ccc(N3CCOCC3)cc2)ncc1NCc1cccc(OC(F)(F)F)c1	93	105	104	104	97	96	103	105
58	O=c1nc(Nc2ccccc2)sc2ccccc12	85	89	86	114	95	97	93	85
59	c1ccc(C2OCCOC2c2ccccc2)cc1 (stereo not drawn)	97	.	91	96	98	99	104	.
60	CCCN1CSC(=S)N(CCC)C1	103	110	60	100	93	103	102	112

Random excerpt: 2 compounds from above, in no set order.
nr	compound	HOP-62	HOP-92	CCRF-CEM	M14	SK-MEL-5	LOX IMVI	A549/ATCC	EKVX
52	CC(=O)Nc1ccc(-c2cn(-c3cccc(C(=O)Nc4ccc(Cl)c(C(F)(F)F)c4)c3)nn2)cn1	-60*	-31*	30	-49*	39	-91*	-43*	-30*
14	CC(C)CC(C)(C[N+](=O)[O-])C[N+](=O)[O-]	101	99	98	101	102	99	101	.

Continuation:
nr	compound	HOP-62	HOP-92	CCRF-CEM	M14	SK-MEL-5	LOX IMVI	A549/ATCC	EKVX
61	COc1cc(C(=O)N2CCOC23CCN(Cc2ccccc2)CC3)cc(OC)c1OC	106	100	95	123	110	98	97	118
62	C#Cc1ccc(NC(=O)c2ccc(/C=C/C(=O)c3nccn3C)cc2)c(F)c1	2.1*	68	7.5*	.	61	-61*	20	36
63	O=c1c2ccccc2nc(CN2CCOCC2)n1/N=C/c1ccccc1	97	86	99	106	96	102	104	94
64	C=C(C)[C@@H]1CC[C@]2(C(=O)NCC(=O)OC)CC[C@]3(C)[C@H](CC[C@@H]4[C@@]5(C)CCC(=O)C(C)(C)[C@@H]5CC[C@]43C)[C@@H]12	65	59	36	68	63	46	55	66
65	Fc1ccc(F)c(CNc2nc(SCCN3CCOCC3)nc3c2cnn3CC(Cl)c2ccc(Br)cc2)c1 (stereo not drawn)	48	20	11	18	-13*	-7.7*	21	45
66	COc1ccc(C2=NN(C(=O)c3cc(OC)c(OC)c(OC)c3)C(c3ccc(Cl)cc3)C2)cc1OC (stereo not drawn)	44	32	-2.6*	6.1*	9.5*	31	29	53
67	O=C(OC(=O)C1CCCCC1)C1CCCCC1	105	89	101	93	104	111	113	111
68	O=C(O)CCC(=O)c1ccc([N+](=O)[O-])cc1	102	.	95	102	101	100	95	.
69	CC1(C)CC[C@]2(C(=O)O)CC[C@]3(C)C(=CCC4[C@@]5(C)C[C@@H](O)[C@@H]6OC(c7ccc(Cl)cc7)OC[C@@]6(C)C5CC[C@]43C)C2C1 (stereo partly drawn)	82	75	52	75	64	69	42	52
70	CCS(=O)(=O)c1nnc2n(Cc3ccccc3)c(=O)c3c(C)c(C(N)=O)sc3n12	56	.	.	84	65	93	97	102
71	NC(=O)N(c1ccccc1)c1ccccc1	69	79	106	98	.	95	113	105
72	O=C(Cc1nc2ccc([N+](=O)[O-])cc2nc1CC(=O)c1ccccc1)c1ccccc1	80	71	40	48	55	3.9*	59	56
73	COc1cc(CN(Cc2ccccc2)c2c(NC3CCCCC3)oc(=O)c3ccccc23)cc(OC)c1OC	113	102	94	108	100	85	104	.
74	Clc1ccc(-c2cn3ccnc3c(-c3ccc4ncn(C5CCCCC5)c4c3)n2)cc1	.	69	89	90	88	85	88	87
75	Cc1cc(-c2ccccc2)n(N2NN=NC2c2ccc(C3N=NNN3n3c(-c4ccccc4)cc(C)nc3=S)cc2)c(=S)n1 (stereo not drawn)	89	82	103	100	94	93	98	85
76	CS(=O)(=O)c1ccc2c(c1)c1c(n2Cc2ccc(Cl)cc2)CCCC1=O	104	103	111	87	100	86	98	107
77	CN1C(=O)/C(=C/c2ccc(C(=O)Nc3ncc(Cc4ccccc4Cl)s3)cc2)SC1=S	74	75	74	42	62	45	72	76
78	COc1cc(-c2nc3ccccc3[nH]2)ccc1OCC(=O)N=Nc1c(O)[nH]c2ccc([N+](=O)[O-])cc12	103	100	107	121	99	103	103	92
79	COc1ccc2cc(C(=O)/C=C/c3c(C)n(C)n(-c4ccccc4)c3=O)ccc2c1	86	98	98	98	101	103	88	86
80	C=C(C)C1CCC(=C)C2CCC3(C)OC12/C=C(/COC(C)=O)CCC3O (stereo not drawn)	103	61	130	109	93	84	74	96
81	OC(CNc1ccnc2cc(Cl)ccc12)CNc1ccnc2cc(Cl)ccc12	99	78	-16*	20	54	-79*	95	79
82	Cc1nn(-c2ccccc2)c(Oc2ccccc2)c1/C=N/NC(=O)Cn1c(=O)sc2ccccc21	57	50	50	56	-48*	49	38	33
83	COC(=O)Nc1nc2ccc(C(=O)c3ccc(F)cc3)cc2[nH]1	33	.	-46*	16	14	28	.	37
84	CCCCCCCCNC(=O)[C@@H](N)CSCOC(C)=O	67	122	46	34	49	44	84	111
85	O=S(=O)(Nc1ccccn1)c1ccc(Cl)cc1	100	91	100	101	103	100	108	100
86	COc1ccc(C(O)c2ccccc2)cc1 (stereo not drawn)	91	93	106	103	99	86	.	101
87	O=C(O)/C=C/c1cn(-c2ccccc2)nc1-c1ccc(Br)cc1	96	103	108	115	102	93	105	94
88	O=C(/C=C\c1ccccc1)OCc1ccccc1	95	39	71	107	108	101	105	112
